Source: PubChem BioAssay (National Center for Advancing Translational Sciences (NCATS))
GLP-1R inv ag = acts as inverse agonist at human GLP-1 receptor; P43220; HEK293 GLP-1R CRE-luciferase, luminescence, 24 h; GLP-1R form is constitutively active; Potency, µM (titrated, usually from 38.3 µM), for inactives: at the top dose activity change, negative = inhibition, hits mostly inhibitors; hit rate 1.6% among 410,000; AID 624417; note: % is set by controls: 0 for no effect and ±100 for the full control effect; nearly all actives have a fitted effect of over 55% in size
Target sequence (P43220 whole entry, looked up): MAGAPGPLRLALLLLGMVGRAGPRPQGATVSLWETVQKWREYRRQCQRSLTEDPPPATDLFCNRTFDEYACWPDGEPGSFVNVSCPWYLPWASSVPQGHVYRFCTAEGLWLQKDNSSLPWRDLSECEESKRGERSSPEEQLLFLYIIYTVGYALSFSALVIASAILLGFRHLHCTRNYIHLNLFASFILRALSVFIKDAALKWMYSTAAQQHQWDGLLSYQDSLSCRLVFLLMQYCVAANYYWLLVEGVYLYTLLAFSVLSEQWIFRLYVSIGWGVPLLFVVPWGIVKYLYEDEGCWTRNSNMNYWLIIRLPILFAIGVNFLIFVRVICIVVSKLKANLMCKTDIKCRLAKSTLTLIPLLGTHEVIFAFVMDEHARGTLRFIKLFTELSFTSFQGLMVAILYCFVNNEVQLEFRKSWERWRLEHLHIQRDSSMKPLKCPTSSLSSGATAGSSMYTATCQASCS
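Constitutively active GLP-1R drives a cAMP-responsive luciferase in stably transfected HEK293 cells; test compounds are added after overnight (12 h) attachment and left 24 hr, and signal loss in luminescence marks inhibition.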
HT1080NT lethal = kills 2HG-producing HT-1080-NT fibrosarcoma cells | HT-1080-NT fibrosarcoma viability, CellTiter-Glo ATP luminescence, 48 h | Potency, µM (doses to about 46.1 µM), inactives show at the top dose activity, negative = less viability, usual class: cytotoxic | hit rate 1.6% among 360,000 | AID 686970;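 note: NT is the 2HG producing partner of a matched IDH1 knockdown line; 0% = DMSO-treated cells and -100% = media-only wells without cells; nearly all actives have a fitted effect of over 55% in size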
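HT-1080-NT; 750 cells/well; 5% FBS RPMI; 48 h compound, 37 degrees C; CellTiter-Glo luminescence; curve fitting and curve-class assignment.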
TDP43 rescue = inhibitors of TDP-43 toxicity in yeast | TDP-43 expressing yeast growth rescue, BacTiter-Glo, 24 h | Potency, µM (top dose mostly 46.1 µM), for the others: at the highest dose growth rescue (activation), actives largely listed as activators | hit rate 1.8% among 410,000; note: % of control where 0% means no effect; nearly all actives have a fitted effect of over 50% in size
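Cell-based yeast growth screen: TDP-43 expression induced in galactose, inoculum OD600=0.02 after raffinose pregrowth to mid-log. Read-out BacTiter-Glo luminescence at 24 hr, 30 deg C; inhibition of toxicity seen as signal increase.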
SW480 rereplic = DNA re-replication induction in SW480 cells | hit rate 1.8% among 340,000 | SW480 DNA re-replication, Hoechst DNA content imaging, 48 h | Potency, µM (highest dose often 46.1 µM), inactives show at the highest dose re-replication activation, usual class: activators | AID 624297; note: % of control where 0% means no effect; nearly all actives have a fitted effect of over 55% in size
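Image-based DNA-content assay: after two days of treatment, nuclei were labelled with the DNA dye Hoechst and imaged, and hits were compounds raising the count of nuclei showing high fluorescence intensity.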
GLP1R cytotox = cytotoxicity in counter-screen for GLP-1R inverse agonists; Potency, µM (series often up to 38.3 µM), for the others: at the top dose activity change, negative = inhibition, hits mostly inhibitors; HEK293 cAMP-luciferase reporter cells, luminescence, 24 h; AID 624418; hit rate 0.13% among 410,000;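 note: loss of luciferase light is scored as toxicity; % is set by controls: 0 for no effect and ±100 for the full control effect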
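MLSMR compounds, 24 hr on cells at 37 deg C/5% CO2; luminescence after luciferase reagent (12 min RT). Inhibition counted as the undesired cytotoxic outcome.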
GLP1R ag = agonists of human GLP-1 receptor; P43220; HEK293 GLP-1R CRE-luciferase, luminescence, 4-6 h; cells express a hypersensitive GLP-1R form; Potency, µM (top dose mostly 45.6 µM), for inactives: top-dose activation, usual class: activators; hit rate 0.007% among 380,000; note: % of control where 0% means no effect
HT1080 IDH1KD tx = toxicity to HT-1080 IDH1 knockdown cells (counter line); HT-1080 IDH1 knockdown viability, ATP luminescence, 48 h; Potency, µM (top dose mostly 46.1 µM), inactives show top-dose activity, negative = toxicity, actives largely listed as cytotoxic; hit rate 2% among 360,000; AID 686971;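 note: 0% = DMSO wells and -100% = cell-free medium wells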
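After a 2 h attachment period, IDH1KD HT-1080 cells took pin-transferred compound for 48 h at 37 °C; ATP-based luminescence after 10 min room-temperature reagent incubation reported viability.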
KB-V1 cytotox = kills drug-selected multidrug resistant KB-V1 cells; KB-V1 MDR cells viability, CellTiter-Glo, 72 h; Potency, µM (series often up to 46.1 µM), inactives show at the highest dose activity change, negative = cytotoxicity, usual class: cytotoxic; hit rate 3.4% among 400,000; note: % is set by controls: 0 for no effect and ±100 for the full control effect; nearly all actives have a fitted effect of over 60% in size
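Following 72 h at 37 degrees C with compound, KB-V1 cell viability was read by CellTiter-Glo luminescence, medium being phenol-red-free DMEM plus 10% FBS; concentration-response parameters came from normalized, curve-fitted qHTS data.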
KB-3-1 cytotox = KB-3-1 parental cell cytotoxicity. KB-3-1 viability, CellTiter-Glo ATP luminescence, 72 h. hit rate 1.4% among 400,000. Potency, µM (highest dose often 46.1 µM), for inactives: top-dose activity change, negative = cytotoxic, actives largely listed as cytotoxic. AID 1347075; note: % is set by controls: 0 for no effect and ±100 for the full control effect; nearly all actives have a fitted effect of over 60% in size
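Cells are dispensed, compounds pinned in, plates held at 37 °C for 72 h, then CellTiter-Glo is added and luminescence read after 10 minutes. Cell line: parental KB-3-1 in phenol-red-free DMEM, 10% FBS.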
* marks the source's active call; other numbers are inactive results; ? = inconclusive; nt = no result given; & = joins results of further samples; [ ] = dose if it differs, or a comment. Calls come from the whole dose curve; as a rule, active = well fitted curve in the direction sought with a large enough effect; inconclusive = small, poorly fitted or top-dose-only effect, or another doubt; inactive = no such curve, though single readings can be large; an effect the other way counts as inactive or inconclusive. Potency is the fitted concentration of half-maximal effect.

SMILES	GLP-1R inv ag	HT1080NT lethal	TDP43 rescue	SW480 rereplic	GLP1R cytotox	GLP1R ag	HT1080 IDH1KD tx	KB-V1 cytotox	KB-3-1 cytotox
CCN1CCN(c2ncc3c(n2)CCN(Cc2ccc(C)s2)C3)CC1	?	nt	0%	nt	-2%	nt	nt	-3%	?
OC1(c2cccc(C(F)(F)F)c2)CCN(Cc2nc(-c3cnccn3)no2)CC1	-6%	0%	9%	-4%	-18%	13%	1%	18%	0%
Cc1ccc(-c2nnc(-c3ccncc3)n2-c2ccc(C)cc2)cc1	0%	-3%	5%	-18%	5%	3%	3%	?	3%
Brc1cc2c(cc1/C=N/Nc1nc3ccccc3s1)OCO2	3%	4%	10%	?	-31%	-3%	2%	?	0%
COc1ccccc1C(=O)NC(C)c1cccc2ccccc12 (configuration not stated)	?	?	?	-21%	0%	?	?	-22%	-2%
CN(C)S(=O)(=O)c1cccc(NC(=S)NC(=O)c2ccco2)c1	18%	1%	16%	-1%	3%	3%	3%	-7%	-4%
Cc1ccccc1NC(=O)c1ccno1	13%	8%	-9%	-40%	-3%	1%	9%	8%	2%
COc1cc2sc3cc(NCc4ccc(C)o4)ccc3c(=O)c2cc1OC	114%[activator]	-1%	?	27%	27%	31%	2%	-18%	-16%
Cn1c(SCC(=O)N/N=C/c2ccc([N+](=O)[O-])s2)nnc1-c1ccc(Cl)cc1	2%	?	?	?	?	4%	?	-4%	?
COc1ccc(-c2cc(=O)oc3cc(OCC(=O)N(C)C4CCS(=O)(=O)C4)ccc23)cc1 (configuration not stated)	57%[activator]	-2%	1%	-13%	3%	6%	3%	19%	1%
COc1ccc(N(C)S(=O)(=O)c2c(C)noc2C)c(OC)c1	-15%	-21%	-3%	-8%	-3%	13%	10%	2%	4%
COc1cc(OC)cc(C(=O)N[C@H](C(=O)Nc2nc(-c3ccc(F)c(F)c3)cs2)C(C)C)c1	9%	-22%	-5%	?	-12%	13%	-26%	11%	6%
CCc1cccc(C)c1NC(=O)C1CCCN1S(=O)(=O)c1cccc2nsnc12 (configuration not stated)	-1%	nt	19%	nt	-2%	nt	nt	-23%	11%
Cc1cccc(N2C(=O)CC(Sc3nc(C)cc(C)n3)C2=O)c1 (configuration not stated)	1%	14%	18%	-5%	-26%	-4%	3%	15%	0%
CCC(=O)Nc1ccc(NC(=O)CSc2nnnn2-c2cccnc2)cc1C	-3%	2%	-22%	-3%	?	-10%	23%	-9%	?
COc1ccc(NC(=O)C2Cc3c(-c4ccc(NC(C)=O)cc4)ccnc3O2)cc1 (configuration not stated)	-16%	-13%	6%	nt	-5%	-2%	-22%	5%	0%
CCOC(=O)C1=C(C)N=c2s/c(=C\c3ccc(OCC(=O)O)cc3)c(=O)n2C1c1ccc(Cl)cc1 (configuration not stated)	10%	-23%	nt	-56%[inhibitor][1.84 µM]	4%	-4%	?	-2%	-1%
Cc1cc(O)c(C=Nc2cccc(Cl)c2)c(=O)o1	-9%	-2%	12%	-24%	-8%	3%	0%	?	-2%
COc1ccc(NC(=O)c2cc(C3CCCCN3C(=O)c3ccc(C#N)cc3)on2)c(C)c1 (configuration not stated)	11%	?	5%	nt	2%	-2%	1%	4%	0%
COc1ccc(-c2nc(NC(=O)c3ccccc3)sc2-c2ccc([N+](=O)[O-])cc2)cc1	?	6%	-6%	12%	37%[activator]	-10%	1%	?	5%
COc1ccc(-n2c(=O)c3c4c(sc3n3c(SCCC(C)C)nnc23)COC(C(C)C)C4)cc1 (configuration not stated)	5%	nt	19%	nt	5%	-6%	nt	-11%	-10%
Cc1ccc(C)c(/C=C/C(=O)c2ccccc(=O)c2O)c1	?	?	-88%[inhibitor]	-651%[inhibitor]	?	6%	15µM*	8.2µM*	12µM*
Cc1cc(C)c(C)c(OCC(=O)N2CCCCCC2)c1	?	-2%	?	-4%	-11%	-2%	-3%	-11%	4%
c1csc(C(c2nnnn2C2CCCCC2)N2CCN(c3nc4ccccc4s3)CC2)c1 (configuration not stated)	1%	-7%	?	1%	1%	2%	7%	-10%	-6%
Cc1cc(NC(=O)C2CCC(CNS(=O)(=O)c3ccc(Br)s3)CC2)ccc1Br (configuration not stated)	-11%	nt	11%	nt	-6%	nt	nt	0%	10%
O=C(CN1CCC(NC(=O)c2ccc(F)cc2)CC1)NCc1ccccc1F	?	3%	6%	-2%	-17%	-12%	10%	12µM*	-6%
O=C(CCOc1ccccc1)N1CCN(S(=O)(=O)c2cccs2)CC1	15%	1%	-5%	0%	7%	6%	-5%	-2%	6%
COc1ccccc1C(=O)Nc1c2c(nn1-c1cccc(C)c1C)CS(=O)C2 (configuration not stated)	33%[activator]	11%	27%	-5%	14%	6%	10%	-19%	-6%
Cc1ccc(CNC(=O)COc2cc(O)c3c(c2)OC(C)(C)CC3=O)cc1	?	1%	13µM*	-2%	0%	6%	-1%	7%	0%
CCN(C[C@H]1N[C@@](C)(C(=O)OC)[C@H]2C(=O)N(Cc3ccccc3)C(=O)[C@@H]12)C(=O)c1ccc(C(C)(C)C)cc1	-23%	-20%	?	?	-16%	2%	-10%	-18%	5%

A second format for part of the listing above:
Sequence of screens: GLP-1R inv ag, HT1080NT lethal, TDP43 rescue, SW480 rereplic, GLP1R cytotox, GLP1R ag, HT1080 IDH1KD tx, KB-V1 cytotox, KB-3-1 cytotox
- COc1ccc(NC(=O)C2Cc3c(-c4ccc(NC(C)=O)cc4)ccnc3O2)cc1 (configuration not stated)
→ -16%, -13%, 6%, nt, -5%, -2%, -22%, 5%, 0%
- CCOC(=O)C1=C(C)N=c2s/c(=C\c3ccc(OCC(=O)O)cc3)c(=O)n2C1c1ccc(Cl)cc1 (configuration not stated)
→ 10%, -23%, nt, -56%[inhibitor][1.84 µM], 4%, -4%, ?, -2%, -1%
- Cc1cc(O)c(C=Nc2cccc(Cl)c2)c(=O)o1
→ -9%, -2%, 12%, -24%, -8%, 3%, 0%, ?, -2%
- COc1ccc(NC(=O)c2cc(C3CCCCN3C(=O)c3ccc(C#N)cc3)on2)c(C)c1 (configuration not stated)
→ 11%, ?, 5%, nt, 2%, -2%, 1%, 4%, 0%
- COc1ccc(-c2nc(NC(=O)c3ccccc3)sc2-c2ccc([N+](=O)[O-])cc2)cc1
→ ?, 6%, -6%, 12%, 37%[activator], -10%, 1%, ?, 5%
- COc1ccc(-n2c(=O)c3c4c(sc3n3c(SCCC(C)C)nnc23)COC(C(C)C)C4)cc1 (configuration not stated)
→ 5%, nt, 19%, nt, 5%, -6%, nt, -11%, -10%
- Cc1ccc(C)c(/C=C/C(=O)c2ccccc(=O)c2O)c1
→ ?, ?, -88%[inhibitor], -651%[inhibitor], ?, 6%, 15µM*, 8.2µM*, 12µM*
- Cc1cc(C)c(C)c(OCC(=O)N2CCCCCC2)c1
→ ?, -2%, ?, -4%, -11%, -2%, -3%, -11%, 4%

Further entries follow.
SMILES	GLP-1R inv ag	HT1080NT lethal	TDP43 rescue	SW480 rereplic	GLP1R cytotox	GLP1R ag	HT1080 IDH1KD tx	KB-V1 cytotox	KB-3-1 cytotox
COc1ccc(C(=O)NCC(c2ccco2)N2CCOCC2)cc1 (configuration not stated)	4%	3%	3%	nt	3%	2%	-3%	-20%	9%
Nc1ccc(SC(F)(F)F)cc1	0%	-3%	-9%	-9%	1%	0%	-12%	0%	-2%
Cc1cc(C)n(-c2nnc(C)n2NS(=O)(=O)c2ccc(F)cc2)n1	-8%	17%	-17%	-17%	-22%	-3%	5%	-3%	5%
C[C@@H]1CN([C@@H](C)CO)C(=O)CCCn2nncc2CO[C@H]1CN(C)Cc1ccc2c(c1)OCCO2	6%	-5%	1%	nt	4%	0%	-1%	-14%	2%
COc1ccc(C(=O)c2c(O)cc(-c3ccc(OC)cc3)oc2=O)cc1	0%	10%	-12%	-1%	0%	1%	11%	1%	2%
O=C(NCCN1CCOCC1)c1cc2ccccc2oc1=O	11%	23%	25%	-11%	3%	3%	15%	-3%	7%
Cc1nc2ccccc2n1C1CCN(C(=O)Nc2ccccc2)CC1	2%	-1%	-16%	7%	-2%	2%	0%	8%	19%
Cc1ccccc1NC(=O)c1ccc2c(O)c(S(=O)(=O)c3ccccc3)c(=O)[nH]c2c1	-8%&12%	-3%	-9%&6%	-13%	-2%&0%	-3%	8%	?	4%&2%
Fc1cccc(/C=N/n2c(C3CCCCC3)n[nH]c2=S)c1	-21%	11%	26%	-14%	1%	15%	5%	?	4%
CN1CCc2c(sc(NC(=O)CS(=O)(=O)c3ccccc3)c2C(N)=O)C1	6%	2%	-18%	-381%[inhibitor]	17%	0%	15%	1%	0%
O=C(O)c1ccccc1-c1ccccc1C(=O)Nc1ccccc1-c1ccccc1	-8%	-1%	11%	1%	4%	1%	3%	13%	1%
Brc1ccccc1C1N=C(c2ccccc2)NO1 (configuration not stated)	-14%	-16%	24%	-7%	4%	6%	-10%	5%	-4%
COc1cc(C)c(NC(=O)C(=S)NCc2ccccc2)cc1C	-4%	4%	8%[9.22 µM]	-4%	-4%	2%	0%	?	-12%
CCOC(=O)N1CCN(S(=O)(=O)c2cc(Br)cc3c2N(C(=O)C2CC2)CC3)CC1	-17%	1%	12%	-4%	-16%	-5%	3%	-7%	-8%
CC1CCCCC1NC(=O)CCS(=O)(=O)c1ccc2c(c1)NC(=O)CS2 (configuration not stated)	-2%	0%	0%	-3%	-8%	6%	-6%	-11%	-15%
Cc1ccc(OCC(=O)Nc2ccc(-n3cnnn3)cc2)c(C)c1	-10%	-5%	4%	2%	0%	0%	-5%	-12%	4%
